HIF-2a block = HIF-2a reporter inhibitors, primary screen, luminescence, 786-0 RCC cells; inhibition, % at 18.8 µM; 786-0 RCC cells HIF-2a reporter, luciferase luminescence, overnight; actives 0.72% (n = 360,000); AID 624352, 2012;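 active means inhibition of the luminescence signal of 40% or more relative to plate controls, in a single-dose primary screen at 18.75 µM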
NR2E3 ag-1 = inhibitors of NR2E3-RetCOR corepressor binding, primary screen, NR2E3 agonist project, biochemical, TR-FRET, GST-NR2E3, biotin-RetCOR | 1536-well | inhibition of corepressor binding, % at 4.78 µM | actives 0.12% (n = 320,000) | AID 2300, 2010;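 active means percent inhibition above the cutoff of mean plus 3 SD of all tested compounds, set per screening campaign, cut at about 20% in these data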;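 further: 0% = DMSO wells and 100% = biotin wells as full block of FRET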
Target sequence (Q9Y5X4 whole entry, looked up): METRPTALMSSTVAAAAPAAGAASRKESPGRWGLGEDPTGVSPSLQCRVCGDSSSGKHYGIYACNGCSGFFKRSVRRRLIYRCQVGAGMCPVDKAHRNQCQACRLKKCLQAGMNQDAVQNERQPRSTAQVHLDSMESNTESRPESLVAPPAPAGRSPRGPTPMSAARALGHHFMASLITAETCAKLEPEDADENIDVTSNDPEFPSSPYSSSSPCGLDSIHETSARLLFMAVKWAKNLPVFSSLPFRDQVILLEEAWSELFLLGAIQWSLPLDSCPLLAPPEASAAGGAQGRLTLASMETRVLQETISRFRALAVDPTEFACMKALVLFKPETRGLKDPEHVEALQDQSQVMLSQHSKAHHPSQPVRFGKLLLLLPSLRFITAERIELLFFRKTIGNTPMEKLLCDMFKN
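System: GST-tagged NR2E3 plus biotinylated RetCOR corepressor; Buffer or medium: pH 7.5 Tris-based buffer; Probe or stimulus: RetCOR corepressor, biotinylated, 7 nM; Doses: compound at 4.8 µM, single dose; Schedule: 5 h incubation at 4 °C; Technique: time-resolved FRET; Evaluation: percent inhibition of TR-FRET ratio; Replication: one well per compound, singlicate testing.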
PDI turbidity = inhibitors of human PDI, primary screen, biochemical, turbidity, single point, plate reader. actives 0.052% (n = 350,000). Protein disulfide-isomerase (Homo sapiens), P07237. AID 588391, 2011. PDI insulin aggregation turbidity, A650, 90 min. inhibition, % at 10 µM;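 active means mean inhibition across replicates of 30% or more, whatever share of single replicates reach that level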;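 further: absorbance from insulin aggregation driven by PDI reduction with DTT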
Target sequence (P07237 whole entry, looked up): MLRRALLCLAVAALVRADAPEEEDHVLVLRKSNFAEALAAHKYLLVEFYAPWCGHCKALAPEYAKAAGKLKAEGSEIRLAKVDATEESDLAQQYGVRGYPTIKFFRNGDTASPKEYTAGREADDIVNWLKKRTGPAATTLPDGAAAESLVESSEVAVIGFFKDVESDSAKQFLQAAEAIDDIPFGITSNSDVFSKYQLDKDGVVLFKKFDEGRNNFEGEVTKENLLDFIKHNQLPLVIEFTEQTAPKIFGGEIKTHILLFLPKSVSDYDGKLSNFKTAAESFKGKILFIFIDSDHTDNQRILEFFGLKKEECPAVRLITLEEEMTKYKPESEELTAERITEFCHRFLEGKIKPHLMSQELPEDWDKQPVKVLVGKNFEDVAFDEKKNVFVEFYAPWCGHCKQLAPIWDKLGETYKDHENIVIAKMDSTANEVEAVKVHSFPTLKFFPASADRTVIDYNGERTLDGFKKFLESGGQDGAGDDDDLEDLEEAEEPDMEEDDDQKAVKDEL
TRPM1 prom inh = inhibitors of MITF-dependent TRPM1 promoter reporter, primary screen, cell-based, SK-MEL-5, single point, luciferase; SK-MEL-5 TRPM1 promoter luciferase, 24 h; inhibition, % at 12.5 µM; actives 0.83% (n = 330,000);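 active means mean inhibition across replicates of 60% or more, whatever share of single replicates reaches that level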; further: values of inactives mirror those of a sister screen read the other way
H9c2 protect = cardioprotection against H2O2-induced cell death, primary screen, uHTS, H9c2 cells, ATPLite luminescence; actives 0.63% (n = 360,000); H9c2 cardiomyocytes, H2O2 injury protection, 2 h; protection from H2O2 cell death, % at 20 µM;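 active means compounds giving at least 50% protection of heart cells from peroxide-induced death in the single-dose screen, raw or plate-pattern-corrected value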;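 further: 0% = DMSO wells with peroxide and 100% = DMSO wells without peroxide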
Peg3 prom inh = Peg3 promoter-driven luciferase inhibitors, primary screen, cell-based, HeLa, luciferase luminescence. actives 1.7% (n = 360,000). AID 588405, 2011. inhibition, % at 20 µM. HeLa PEG-Prom luciferase reporter, overnight;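 active means inhibition of at least 50% at 20 µM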
m5-HT2A agonist = mouse Htr2a agonists via beta-arrestin recruitment, primary screen, cell-based, luminescence; 5-hydroxytryptamine receptor 2A (Mus musculus), P35363; actives 0.66% (n = 360,000); activation, % at 7.6 µM; CHO-K1 mHTR2A beta-arrestin complementation; percent of 30 µM serotonin response; AID 624169, 2012;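 active means activation above a run cutoff, the mean activation of all tested compounds plus 3 SD, cut at about 14% in these data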;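 further: 0% = plate median of compound wells and 100% = 30 µM serotonin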
NR2E3 ag-2 = NR2E3 agonists in two-hybrid cells, primary screen, cell-based, luminescence, CHO-S, Gal4-NCOR/VP16-NR2E3 | Photoreceptor-specific nuclear receptor (Homo sapiens), Q9Y5X4 | actives 0.35% (n = 360,000) | inhibition of corepressor binding, % at 3.98 µM | luciferase | AID 602229, 2012;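 active means inhibition above the mean of all tested compounds plus 3 SD, cut at about 70% in these data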;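 further: 0% = DMSO with NR2E3 transfected cells and 100% = cells lacking NR2E3 construct; higher means lower luciferase signal from less NR2E3 corepressor binding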
iPSC survival up = enhancers of single-cell hiPSC survival, primary screen, ATPlite luminescence; survival enhancement, % at 20 µM; 100% = ROCK inhibitor wells, 0% = DMSO; AID 602274, 2012; actives 0.044% (n = 360,000); in the data active means survival enhancement above about 18%;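 further: cells exposed to compounds for 16 hours before the ATP read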
Shn3 3UTR inh = reduction of Shn3 3'UTR firefly luciferase signal, primary screen, Schnurri-3 inhibitor project, cell-based, Clone20 osteoblasts, set 2 | Clone20 osteoblast Shn3 3'UTR firefly luciferase, 24 h | inhibition, % at 12.5 µM | actives 0.52% (n = 360,000) | AID 588674, 2011;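 active means mean inhibition of at least 75% with every replicate also reaching 75%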;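 further: 0% = median of neutral control wells and 100% = pilot-screen positive control compound; some compounds past the cut are filed as inactive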
CaV13 ICDI inh = Disruptors of the CACNA1D IQ motif to Ca2+-dependent inactivation inhibitor domain association, primary screening, Förster resonance energy transfer in intact living …; HEK cells, CFP/YFP FRET ICDI-IQ, plate reader, 10 min; percent FRET-ratio fall versus neutral wells; inhibition, % at 12.3 µM; AID 743397; actives 0.098% (n = 340,000);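 active means mean replicate inhibition of at least 30% and at least 1% of replicates passing that level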;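 further: 0% = median of the neutral control wells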
* marks the source's active call; other numbers are inactive results; x = not tested or not shown.

# | SMILES | HIF-2a block | NR2E3 ag-1 | PDI turbidity | TRPM1 prom inh | H9c2 protect | Peg3 prom inh
1 | O=C(NC1CCCCC1)c1cccc(NC(=O)c2ccccc2Cl)c1 | -8 | x | 0 | x | 0 | -2
2 | COc1cc(C(=C(CC(=O)O)C(=O)O)c2ccc3c(c2)OCO3)cc(OC)c1OC | 10 | x | 0 | -3 | 6 | 2
3 | CC(=O)C1=C(C)NC(SCC(N)=O)=C(C#N)C1c1sccc1C (centres undefined) | -9 | 2 | 5 | -8 | 4 | 18
4 | COCc1cc(C)nc2sc(C(=O)OC(C)C)c(N)c12 | -63 | 0 | 3 | -1 | -5 | -38
5 | NS(=O)(=O)c1cccc(NC(=O)CSc2nnc(NC3CC3)s2)c1 | 5 | x | -2 | x | 2 | 7
6 | Cc1ccc(C)n1-c1sccc1C(=O)O | 23 | x | 15 | 12 | 2 | 3
7 | Cc1cnc(C(=O)OCC(=O)Nc2ncc(Cl)cc2Cl)cn1 | 8 | -2 | 1 | -6 | -4 | 2
8 | CCOC(=O)N1CCC(Nc2c(N3CCN(c4cccc(C(F)(F)F)c4)CC3)c(=O)c2=O)CC1 | 10 | -5 | -1 | 14 | 3 | 11
9 | COc1ccc(NC(=O)c2cc(SC)ccc2Cl)cc1 | -45 | -3 | 1 | 2 | -9 | -15
10 | CCCCNC(=O)C1c2ccccc2OCC(=O)N1Cc1ccccc1 (centres undefined) | 1 | x | x | x | x | x
11 | COCCCNC(=O)c1ccc2sc(C3=C[C@@H](O)[C@@H](O)[C@@H](CO)O3)nc2c1 | 0 | x | -4 | x | 0 | -8
12 | COc1ccc(S(=O)(=O)Oc2ccc3c(c2)O/C(=C\c2cccnc2)C3=O)cc1 | 1 | 4 | 11 | 15 | 7 | 22

# | m5-HT2A agonist | NR2E3 ag-2 | iPSC survival up | Shn3 3UTR inh | CaV13 ICDI inh
1 | -7 | -9 | 3.0 | 9 | -9
2 | 0 | -1 | 0.6 | 21 | -6
3 | 13 | -4 | 2.8 | 1 | -8
4 | 7 | -12 | 1.6 | 0 | -3
5 | -2 | 1 | -2.3 | -4 | -5
6 | 1 | -52 | 0.1 | -9 | x
7 | -4 | -2 | 1.0 | 1 | -2
8 | 2 | -15 | 1.3 | 16 | -9
9 | -1 | -2 | -1.8 | -9 | -5
10 | 1 | -2 | -0.8 | x | -6
11 | -4 | -37 | -0.7 | -14 | -9
12 | 6 | -3 | -2.0 | 45 | -9

Continuation:
# | SMILES | HIF-2a block | NR2E3 ag-1 | PDI turbidity | TRPM1 prom inh | H9c2 protect | Peg3 prom inh
13 | COc1cc(C(=O)NNC2=CC(=O)CC(C)(C)C2)cc(OC)c1OC | 11 | 0 | 4 | 3 | 3 | -5
14 | CC(=O)Nc1ccc(C(=O)N2CCN(S(=O)(=O)c3ccc4c(c3)OCCCO4)CC2)cc1 | -6 | 4 | 23 | -1 | 2 | -8
15 | CC1(C)CNC(=O)C=C(c2ccccc2)C1 | 8 | 7 | 7 | 7 | 4 | -7
16 | CC(=O)Nc1ccc(S(=O)(=O)N2CCN(CC(=O)NC3CCCC3)CC2)cc1 | 19 | -3 | 1 | 2 | -9 | 17
17 | CCOC(=O)N1CCN(C(=O)c2ccc(CS(=O)c3cccc(C)c3)o2)CC1 (centres undefined) | 7 | x | 7 | x | 12 | 18
18 | Cc1ncn(-c2ccc(C(=O)Oc3ccccc3)cn2)n1 | 10 | 3 | -1 | -1 | 4 | -1
19 | CS(=O)(=O)Nc1ccc2c(c1)nc1n2CCOC1 | 4 | -1 | 4 | 9 | 28 | 2
20 | CCOc1ccccc1OCCCOc1ccc([N+](=O)[O-])cc1Cl | -172 | -2 | -4 | -60 | -14 | -90
21 | O=C(COc1ccc(Br)cc1)N1CCCCCC1 | -145 | 2 | -1 | -26 | 1 | -80
22 | O=C(Nc1ccc(Cl)cc1)Nc1ccc(N2CCOCC2)cc1 | -122 | 0 | -2 | -38 | -2 | -109
23 | Cc1cccc(N2CCN(C(=O)c3cc(S(=O)(=O)N4CCOCC4)cn3C)CC2C)c1 (centres undefined) | 10 | -1 | 1 | 1 | -2 | 10
24 | CC1CCc2sc3c(c2C1)c(=O)n(CC(=O)O)c(=O)n3Cc1ccc(Cl)cc1 (centres undefined) | 17 | -1 | -2 | 8 | -4 | 9

# | m5-HT2A agonist | NR2E3 ag-2 | iPSC survival up | Shn3 3UTR inh | CaV13 ICDI inh
13 | 1 | 0 | -1.7 | 17 | -6
14 | 6 | 8 | -0.3 | -5 | -4
15 | 1 | 20 | 5.0 | -10 | -5
16 | 1 | 16 | 4.3 | -5 | -5
17 | -1 | -5 | 3.3 | -8 | -11
18 | -4 | -14 | -0.4 | 15 | 7
19 | -1 | 0 | 2.9 | -8 | x
20 | -6 | -41 | -0.7 | -26 | -2
21 | 0 | -33 | -2.2 | 1 | x
22 | 2 | -13 | -0.6 | -51 | -5
23 | 5 | -3 | 0.5 | -24 | -9
24 | 1 | -4 | -0.7 | 2 | -18

Rewritten screen by screen: six of the compounds above.
15. CC1(C)CNC(=O)C=C(c2ccccc2)C1
16. CC(=O)Nc1ccc(S(=O)(=O)N2CCN(CC(=O)NC3CCCC3)CC2)cc1
17. CCOC(=O)N1CCN(C(=O)c2ccc(CS(=O)c3cccc(C)c3)o2)CC1 (centres undefined)
18. Cc1ncn(-c2ccc(C(=O)Oc3ccccc3)cn2)n1
19. CS(=O)(=O)Nc1ccc2c(c1)nc1n2CCOC1
20. CCOc1ccccc1OCCCOc1ccc([N+](=O)[O-])cc1Cl

| Screen / compound no. | 15 | 16 | 17 | 18 | 19 | 20 |
| --- | --- | --- | --- | --- | --- | --- |
| HIF-2a block | 8 | 19 | 7 | 10 | 4 | -172 |
| NR2E3 ag-1 | 7 | -3 | x | 3 | -1 | -2 |
| PDI turbidity | 7 | 1 | 7 | -1 | 4 | -4 |
| TRPM1 prom inh | 7 | 2 | x | -1 | 9 | -60 |
| H9c2 protect | 4 | -9 | 12 | 4 | 28 | -14 |
| Peg3 prom inh | -7 | 17 | 18 | -1 | 2 | -90 |
| m5-HT2A agonist | 1 | 1 | -1 | -4 | -1 | -6 |
| NR2E3 ag-2 | 20 | 16 | -5 | -14 | 0 | -41 |
| iPSC survival up | 5.0 | 4.3 | 3.3 | -0.4 | 2.9 | -0.7 |
| Shn3 3UTR inh | -10 | -5 | -8 | 15 | -8 | -26 |
| CaV13 ICDI inh | -5 | -5 | -11 | 7 | x | -2 |

The list goes on:
# | SMILES | HIF-2a block | NR2E3 ag-1 | PDI turbidity | TRPM1 prom inh | H9c2 protect | Peg3 prom inh
25 | CCCCCC(=O)N1C[C@H](O)[C@@H](n2cc(C3CC3)nn2)C[C@@H]1c1ccc(OC)cc1 | 8 | x | 17 | x | -2 | -7
26 | N#CCN1CCN(CC(=O)Nc2ccc(OCc3ccccc3)cc2)CC1 | -92 | 3 | -12 | -19 | -11 | -89
27 | O=P(O)(O)c1ccccc1OCCCCCOc1ccccc1P(=O)(O)O | 10 | -1 | -4 | -6 | -1 | 5
28 | CCOC(=O)C1C(C#N)=C(N)OC(C)=C1c1ccncc1 (centres undefined) | 6 | 2 | 8 | -6 | 8 | 6
29 | CCOC(=O)C1CCCN(S(=O)(=O)Cc2ccccc2Cl)C1 (centres undefined) | 15 | 3 | 0 | 5 | 11 | 4
30 | COc1ccc(N2CCCn3c2nc2c3c(=O)n(Cc3ccccc3)c(=O)n2C)c(OC)c1 | 25 | -1 | -4 | 5 | 14 | 12
31 | NNC(=O)c1ccc(N2CCc3ccccc32)c([N+](=O)[O-])c1 | 24 | -3 | 1 | 7 | 14 | 2
32 | COc1cc(C2CC(=O)NC3=C2C(=O)CC(C)(C)C3)ccc1O (centres undefined) | 15 | x | -17 | 8 | 11 | 4
33 | CN(C(=O)COC(=O)CNC(=O)CNC(=O)c1ccc(Cl)cc1Cl)c1ccccc1 | 8 | 2 | 5 | 6 | -3 | -3
34 | Brc1ccc(C2=Nn3c(nnc3-c3cccnc3)SC2)s1 | 17 | 1 | -6 | -8 | 0 | 15
35 | O=C(NC1CCCCC1)c1ccc(CNc2nc(=S)[nH]c3ccccc23)cc1 | 15 | 1 | -12 | 7 | -7 | 22
36 | CCOC(=O)N1CCC(NC(=O)CN2C(=O)CCSc3ccccc32)CC1 | 3 | 1 | 3 | -2 | 2 | -7

# | m5-HT2A agonist | NR2E3 ag-2 | iPSC survival up | Shn3 3UTR inh | CaV13 ICDI inh
25 | -2 | -1 | -2.3 | 0 | -4
26 | -5 | -38 | -0.2 | 8 | -6
27 | 0 | -13 | 2.7 | 8 | -4
28 | 3 | -8 | -2.6 | -7 | -7
29 | -2 | -44 | 0.8 | -16 | -4
30 | 0 | 11 | -0.8 | -3 | -7
31 | -9 | -50 | -0.4 | -12 | -5
32 | -1 | -10 | 0.0 | -5 | -5
33 | 6 | 23 | -1.9 | -4 | -2
34 | 0 | -12 | 0.2 | -1 | x
35 | 3 | 0 | -0.5 | 15 | 5
36 | -1 | -9 | 1.2 | -11 | 19

Later entries
# | SMILES | HIF-2a block | NR2E3 ag-1 | PDI turbidity | TRPM1 prom inh | H9c2 protect | Peg3 prom inh
37 | Oc1c(Cl)cc(CN2CCCCC2)c2cccnc12 | 7 | -2 | 4 | 64* | -3 | 46
38 | O=C(Nc1ccc(O)c2c(=O)cc(-c3ccccc3Cl)oc12)c1ccc(Cl)cc1Cl | 0 | -1 | -5 | 5 | 4 | 28
39 | Cc1occc1C(=O)NNC(=O)c1ccc(F)cc1 | -15 | 1 | -4 | -6 | -9 | -20
40 | COCCCn1c(=N)c(C(=O)NCC2CCCO2)cc2c(=O)n3cccc(C)c3nc21 (centres undefined) | 10 | 0 | -2 | 5 | 15 | -1
41 | O=C(NC1CCCCC1)C(c1ccc(O)cc1)N(C(=O)c1cnccn1)c1cccc(F)c1 (centres undefined) | -4 | 5 | 0 | -2 | 10 | -7
42 | NC(=O)Cn1ccc(O)c(Cc2ccc(Cl)cc2Cl)c1=O | 5 | -1 | 1 | -7 | -2 | 9

# | m5-HT2A agonist | NR2E3 ag-2 | iPSC survival up | Shn3 3UTR inh | CaV13 ICDI inh
37 | -3 | -16 | 4.6 | 84 | x
38 | 8 | -14 | 2.3 | 0 | -12
39 | -2 | -19 | -0.7 | -9 | -5
40 | 0 | -19 | 1.4 | 5 | 5
41 | -1 | -9 | 0.3 | -1 | -18
42 | 1 | -27 | 0.4 | 1 | -4

High-throughput results as filed in PubChem.
